KDM4E inh: qHTS Assay for Inhibitors of Human Jumonji Domain Containing 2E (JMJD2E) | JMJD2E catalytic domain, FDH-coupled NADH fluorescence (FDH is formaldehyde dehydrogenase) | Potency, µM (top dose mostly 57.1 µM), for the others: top-dose activity change, negative = inhibition, actives largely listed as inhibitors | 1.6% of 230,000 active | AID 2147, 2009; active = well fitted inhibition curve with a large enough effect, not every such curve was filed as active; inconclusive = small, poorly fitted or top-dose-only effect, or another doubt; inactive = no such curve, though single readings can be large or run the other way;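 note: 0% = wells with enzyme and -100% = buffer wells without enzyme; nearly all actives have a fitted effect of over 50% in size; many of its hits are not listed in these tables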
Target sequence (B2RXH2 1-337 limits assumed): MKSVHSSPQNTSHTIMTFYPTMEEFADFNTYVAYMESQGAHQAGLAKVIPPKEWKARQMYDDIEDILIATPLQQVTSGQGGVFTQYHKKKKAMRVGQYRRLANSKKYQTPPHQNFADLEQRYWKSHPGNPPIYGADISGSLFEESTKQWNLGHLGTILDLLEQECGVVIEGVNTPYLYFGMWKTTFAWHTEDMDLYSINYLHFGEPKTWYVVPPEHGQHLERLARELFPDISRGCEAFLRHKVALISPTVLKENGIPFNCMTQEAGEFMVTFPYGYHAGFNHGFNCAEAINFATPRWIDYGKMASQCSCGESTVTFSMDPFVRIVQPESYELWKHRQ
HttQ103 aggreg: qHTS Multiplex Assay to Identify Dual Action Probes in a Cell Model of Huntington: Aggregate Formation (GFP); PC12 HttQ103-GFP aggregates, Acumen cytometry, 40 h; Potency, µM (doses to about 46.1 µM), for the others: at the highest dose activity change, negative = inhibition, most hits filed as inhibitors; 1.1% of 220,000 active; AID 1688, 2009; note: % is set by controls: 0 for no effect and ±100 for the full control effect; nearly all actives have a fitted effect of over 60% in size
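PC12/HTTQ103-GFP, ecdysone-inducible; teb 100 nM; cpd qHTS titration; GFP aggregates read on laser cytometer, Ex 488/Em 500-530 nm.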
ALDH1A1 block: qHTS Assay for Inhibitors of Aldehyde Dehydrogenase 1 (ALDH1A1) | Purified ALDH1A1, NADH fluorescence, propionaldehyde substrate | Potency, µM (highest dose often 75.3 µM), without a hit: at the top dose activity, negative = inhibition, most hits filed as inhibitors | 7.3% of 220,000 active | AID 1030, 2008; active = well fitted inhibition curve with a large enough effect, not every such curve was filed as active; inconclusive = small, poorly fitted or top-dose-only effect, or another doubt; inactive = no such curve, though single readings can be large or run the other way;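 note: plate controls were no enzyme wells and a reference inhibitor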
Target sequence (P00352 whole entry, looked up): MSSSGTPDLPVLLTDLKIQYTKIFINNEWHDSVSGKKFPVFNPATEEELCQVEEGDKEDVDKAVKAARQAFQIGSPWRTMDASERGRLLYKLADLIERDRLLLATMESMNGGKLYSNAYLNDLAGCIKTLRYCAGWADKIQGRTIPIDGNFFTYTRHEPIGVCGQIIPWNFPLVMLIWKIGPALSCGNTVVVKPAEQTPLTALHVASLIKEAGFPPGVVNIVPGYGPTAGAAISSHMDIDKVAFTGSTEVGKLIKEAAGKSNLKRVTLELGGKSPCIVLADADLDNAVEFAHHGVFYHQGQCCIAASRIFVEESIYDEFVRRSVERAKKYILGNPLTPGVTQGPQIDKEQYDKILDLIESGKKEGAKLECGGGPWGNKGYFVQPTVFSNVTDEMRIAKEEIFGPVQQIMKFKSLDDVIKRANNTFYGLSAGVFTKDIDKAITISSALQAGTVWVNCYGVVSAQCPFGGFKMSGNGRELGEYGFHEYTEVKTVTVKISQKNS
Tau FP inhib: qHTS for Inhibitors of Tau Fibril Formation, Fluorescence Polarization | Potency, µM (highest dose often 57.7 µM), for the others: at the highest dose activity, negative = inhibition, actives largely listed as inhibitors | AID 1468, 2008 | K18 P301L tau heparin fibrillization, Alexa594 FP, 6 h | 0.39% of 280,000 active; note: % is set by controls: 0 for no effect and ±100 for the full control effect; nearly all actives have a fitted effect of over 55% in size
Target sequence (P10636 561-689 P618L limits assumed): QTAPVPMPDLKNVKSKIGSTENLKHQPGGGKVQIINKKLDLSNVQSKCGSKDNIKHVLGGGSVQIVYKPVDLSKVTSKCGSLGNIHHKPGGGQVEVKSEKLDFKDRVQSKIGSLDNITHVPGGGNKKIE
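Recombinant K18 P301L […], labeled with Alexa 594 at 0.24 uM over 15 uM unlabeled; heparin inducer 20 uM final; 37 C, 6 hr; FP endpoint.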
SMN2 splice enh: qHTS Assay for Enhancers of SMN2 Splice Variant Expression. HEK293 SMN2-luciferase splicing reporter, luminescence, 30-36 h. Potency, µM (doses to about 46.1 µM), without a hit: top-dose activity change, positive = activation, usual class: activators. 2.8% of 210,000 active; note: % of control where 0% means no effect; nearly all actives have a fitted effect of over 55% in size
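HEK293 cells carry an SMN2 […]–luciferase reporter in which exon 7 inclusion puts luciferase in frame. Cells were plated 10-12 h before compound addition, then incubated 30-36 h at 37C. ONE-Glo luminescence was read; sodium butyrate at 4.5 mM final served as control.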
Tau fluor cs: Counterscreen qHTS for Inhibitors of Tau Fibril Formation, Fluorescence Polarization | Potency, µM (series often up to 57.7 µM), inactives show at the highest dose activity change, negative = decrease | tau K18 P301L Alexa594 fluorescence, heparin fibrillization | AID 1463, 2008 | 0.93% of 280,000 active; note: % is set by controls: 0 for no effect and ±100 for the full control effect; nearly all actives have a fitted effect of over 55% in size
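Human tau K18 P301L (15 uM unlabeled, 0.24 uM Alexa 594-labeled) in 100 mM sodium acetate pH 7 with 20 uM heparin, 6 hr at 37 C. ThT 30 uM added, 1 hr ambient; Alexa 594 FP and total fluorescence read at 555/632 nm.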
Tau ThT inhib: qHTS for Inhibitors of Tau Fibril Formation, Thioflavin T Binding. AID 1460, 2008. 2.1% of 270,000 active. Microtubule-associated protein tau (Homo sapiens), P10636. Potency, µM (top dose mostly 57.4 µM), for the others: at the highest dose activity, negative = inhibition, hits mostly inhibitors. recombinant tau K18 P301L, heparin-induced fibrillization, ThT fluorescence; note: % is set by controls: 0 for no effect and ±100 for the full control effect; nearly all actives have a fitted effect of over 55% in size
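ThT emission at 510 nm, taken 1 hr after adding 30 uM dye, quantifies aggregates formed when 20 uM heparin acts on human tau K18 P301L for 6 hr at 37 C.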
HTT ATP protect: qHTS Multiplex Assay to Identify Dual Action Probes in a Cell Model of Huntington: Cytoprotection (ATP); PC12 HTT-Q103 induced, cytoprotection, ATP luminescence, 40 h; Potency, µM (titrated, usually from 56.4 µM), for the others: cytoprotection (ATP increase), most hits filed as activators; 0.14% of 230,000 active;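 note: % of control where 0% means no effect; nearly all actives have a fitted effect of over 45% in size; toxic huntingtin expression switched on by the ecdysone agonist tebufenozide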
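Readout: ATPlite luminescence (ATP level). Model: stable PC12, inducible Htt exon1 Q103-GFP. Inducer: tebufenozide, 100 nM final. Compounds: dose series. No G418 in medium.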
An asterisk follows results filed as active; ? = inconclusive; · = no result given; & = joins results of further samples; [ ] = another dose, or the depositor's remark. Unless noted, calls come from the whole dose curve; as a rule, active = well fitted curve in the direction sought with a large enough effect; inconclusive = small, poorly fitted or top-dose-only effect, or another doubt; inactive = no such curve, though single readings can be large; an effect the other way counts as inactive or inconclusive. Potency is the fitted concentration of half-maximal effect. The list is partial. The share of hits here may be higher or lower than overall.

1	COC(=O)c1cc(CNC(=O)c2cccc(Cl)c2Cl)ccc1OC
2	COC(=O)Cc1c(O)ccn(C2CC2)c1=O
3	Cn1c(=O)c2c(nc(CN3CCN(C(c4ccccc4)c4ccccc4)CC3)n2CC(N)=O)n(C)c1=O
4	CCCC[C@@H]1C[C@H]1C(NC(=O)c1ccco1)c1ccc(C(=O)OC)cc1 (stereo not given in full)
5	CCCCNC(=O)CSc1nc(COc2ccccc2)nc2ccccc12
6	CCOC(=O)N1CCN(C(=O)CSCc2nc(-c3ccccc3C)oc2C)CC1
Compound	1	2	3	4	5	6
KDM4E inh	2%	9%	0%	-24%	-1%	-3%
HttQ103 aggreg	18%	1%[9.22 µM]	-6%	·	·	-1%
ALDH1A1 block	11%	11%	6%	22µM*	-4%	?
Tau FP inhib	-5%	10%	2%	-4%	-5%	-7%
SMN2 splice enh	5%	-5%	6%	-10%	2%	-19%
Tau fluor cs	-5%	18%	-6%	-17%	-10%	-11%
Tau ThT inhib	-8%	11%	-11%	?	-14%	?
HTT ATP protect	·	0%	0%	-8%	·	-23%

Full records from above:
CCCCNC(=O)CSc1nc(COc2ccccc2)nc2ccccc12 across the screens: KDM4E inh = -1%; HttQ103 aggreg = ·; ALDH1A1 block = -4%; Tau FP inhib = -5%; SMN2 splice enh = 2%; Tau fluor cs = -10%; Tau ThT inhib = -14%; HTT ATP protect = ·
COC(=O)c1cc(CNC(=O)c2cccc(Cl)c2Cl)ccc1OC across the screens: KDM4E inh = 2%; HttQ103 aggreg = 18%; ALDH1A1 block = 11%; Tau FP inhib = -5%; SMN2 splice enh = 5%; Tau fluor cs = -5%; Tau ThT inhib = -8%; HTT ATP protect = ·

Other compounds follow:
7	COc1ccc(C2=C(c3ccc([N+](=O)[O-])cc3)C(=O)OC2)cc1
8	CCNC(=S)Nc1ccc(Cl)c([N+](=O)[O-])c1
9	CNS(=O)(=O)c1cccc(C(=O)OCC(=O)c2c(N)n(C)c(=O)n(C)c2=O)c1
10	Cc1ccc(-c2cc(C(=O)NCc3ccc4c(c3)OCO4)no2)cc1
11	O=C(/C=C/Nc1ccc(S(=O)(=O)Nc2ncccn2)cc1)c1cccs1
12	CCC(CC)c1nnc(NC(=O)c2c(-c3ccccc3)noc2C)s1
Compound	7	8	9	10	11	12
KDM4E inh	-2%	7%	-3%	-4%	-9%	0%
HttQ103 aggreg	3%	-27%	9%[9.22 µM]	5%	-8%[9.22 µM]	1%
ALDH1A1 block	4%	-1%	6%	8%	·	?
Tau FP inhib	4%	-10%	0%	-1%	7%	-1%
SMN2 splice enh	3%	-28%	·	-6%	·	13%
Tau fluor cs	-19%	-22%	-13%	2%	-6%	-12%
Tau ThT inhib	-17%	-3%	-5%	-1%	-9%	-10%
HTT ATP protect	-28%	12%[10 µM]	11%[10 µM]	-14%[0.074 µM]	1%[10 µM]	-20%

13	CCOC(=O)CN(C(=O)COc1nc(C)cc(C)c1C#N)c1ccc(F)cc1
14	CCN(CC)S(=O)(=O)c1ccc2[nH]c(=O)cc(C(=O)Nc3ccc(C)cc3)c2c1
15	O=C(CN1c2cccc3cccc(c23)S1(=O)=O)N1CCOCC1
16	Cc1ccc(C(=O)Cn2nnc3c(sc4nc5c(c(-c6ccccc6)c43)CCC5)c2=O)cc1
17	CN(C)/C=C/C(=O)c1ccccc1
18	COc1ccc(OC)c(NC(=O)c2c(NC(=O)CCC(=O)O)sc3c2CCCCC3)c1
Compound	13	14	15	16	17	18
KDM4E inh	4%	7%	?	6%	-13%	-5%
HttQ103 aggreg	-3%[9.22 µM]	7%	-18%	15%	24%[9.22 µM]	?
ALDH1A1 block	·	5%	?	-7%	·	-10%
Tau FP inhib	-7%	-5%	-13%	-7%	4%	1%
SMN2 splice enh	·	18%	-5%	-19%	·	-8%
Tau fluor cs	-6%	-3%	-13%	-5%	-1%	0%
Tau ThT inhib	-2%	7%	-6%	-5%	·	?
HTT ATP protect	-4%[10 µM]	·	13%	-9%	3%[10 µM]	·

19	CC(=O)Cc1nsc(NC(=O)c2cc(-c3ccccc3Cl)oc2C)n1
20	COc1ccc(N2CCN(C(=S)Nc3ccc(C)cc3)CC2)cc1
21	COc1ccc(OCC(O)CN(C)C(=O)/C=C/c2cccc([N+](=O)[O-])c2)cc1 (stereo not given)
22	Cc1[nH]c2ccccc2c1C(=O)COC(=O)C1CC(=O)N(Cc2ccccc2)C1 (stereo not given)
23	COc1ccc(OC(C)C(=O)NCc2nc(-c3cccc(C)c3)no2)cc1 (stereo not given)
24	Cc1cc2ccccc2n2c(SCC(=O)NCC3CCCO3)nnc12 (stereo not given)
Compound	19	20	21	22	23	24
KDM4E inh	?	-13%	-8%	3%	·	?
HttQ103 aggreg	-13%	-7%[9.22 µM]	-4%[9.22 µM]	16%	·	2%[9.22 µM]
ALDH1A1 block	?	2%	?	-5%	·	-6%
Tau FP inhib	-1%	5%	-1%	-4%	2%	-3%
SMN2 splice enh	-5%	·	1%	10%	-28%	-3%
Tau fluor cs	-25%	-20%	-9%	-25%	-12%	-1%
Tau ThT inhib	-16%	-22%	-16%	-6%	-9%	-3%
HTT ATP protect	-55%[inhibitor]	-9%[10 µM]	6%[10 µM]	3%	·	-20%

25	FC(F)(F)c1ccc(C2[C@H]3CN(Cc4ccc(-c5ccccc5)cc4)[C@H](c4ccccc4)C34CC2(c2ccccc2)C4)cc1 (stereo not given in full)
26	O=S(=O)(c1ccccc1)c1cnn2c(C(F)(F)F)cc(-c3ccccc3)nc12
27	CC(NC(=O)CCNC(=O)c1ccccc1Cl)C1CC2CCC1C2 (stereo not given)
28	CCN=C(NCC)SC1CC(=O)N(c2ccc(OC)cc2)C1=O (stereo not given)
29	CCCCN1C(=O)/C(=C/C=C2/CC(C)(C)CN2C)SC1=S
30	CCC(=O)c1ccc(OCC(O)CN2CCN(c3cccc(C(F)(F)F)c3)CC2)cc1 (stereo not given)
Compound	25	26	27	28	29	30
KDM4E inh	?	-15%	6%	-2%	-4%	0%
HttQ103 aggreg	25%[9.22 µM]	-4%	-8%	3%	-13%	-21%
ALDH1A1 block	1%	5%	0%	?	6.3µM*	5%
Tau FP inhib	-11%&-10%	6%	-2%	-10%	12%	-9%
SMN2 splice enh	-22%	-7%	-11%	-3%	16%	-33%[inhibitor]
Tau fluor cs	-8%&-5%	-1%	0%	-10%	-29%	?
Tau ThT inhib	-5%&-10%	-4%	1%	-4%	?	?
HTT ATP protect	-17%	-15%	7%[10 µM]	4%	-4%[10 µM]	23%[10 µM]

Brought forward from above: 2 compounds, then new ones.
29	CCCCN1C(=O)/C(=C/C=C2/CC(C)(C)CN2C)SC1=S
30	CCC(=O)c1ccc(OCC(O)CN2CCN(c3cccc(C(F)(F)F)c3)CC2)cc1 (stereo not given)
31	O=C(Cn1ncc2ccccc21)N1CCN(c2cccc(C(F)(F)F)c2)CC1
32	COC(=O)Cc1ccc(NC(=S)NNC(=O)c2ccccc2Br)cc1
33	CC(C)C(=O)Nc1nc(-c2ccc([N+](=O)[O-])cc2)cs1
34	O=C(COC(=O)C1CCC1)Nc1ccccc1Sc1ccccc1
35	CCOC(=O)c1cc(-c2ccc(C)cc2)n(CCC(=O)NCc2ccccc2)c1C
36	Cc1nc2cc(-c3cccc(F)c3)nn2c(C)c1CCC(=O)N1CCN(c2ccc(F)cc2)CC1
Compound	29	30	31	32	33	34	35	36
KDM4E inh	-4%	0%	-4%	1%	7%	-5%	·	·
HttQ103 aggreg	-13%	-21%	7%	-6%	-26%	2%	·	·
ALDH1A1 block	6.3µM*	5%	-1%	?	-6%	5%	·	·
Tau FP inhib	12%	-9%	4%	-10%	4%	6%	-1%	4%
SMN2 splice enh	16%	-33%[inhibitor]	-7%	-10%	-21%	3%	-9%	3%
Tau fluor cs	-29%	?	-2%	-14%	-3%	-14%	-14%	-27%
Tau ThT inhib	?	?	-2%	?	-14%	-17%	-7%	?
HTT ATP protect	-4%[10 µM]	23%[10 µM]	2%[10 µM]	12%[10 µM]	-1%[10 µM]	22%[1.9 µM]	·	·

37	On1onc2c3cc(-c4ccccc4)nc3ccc21
38	CC(C)(O)C#Cc1ccc(C(=O)NCc2cccs2)s1
39	O=C(Nc1cccc(-c2nc3ccccc3s2)c1)c1ccc2c(c1)OCO2
40	O=S(=O)(NCc1ccc2c(c1)OCO2)c1cccc2nsnc12
41	Clc1cc(Cl)cc(Nc2ncnc(-n3cccc3)n2)c1
42	CCOC(=O)c1cc(-c2nnc(-c3ccc(Oc4ccccc4)cc3)o2)c(C)nc1C
43	Cc1cc(C)nc(N(C#N)S(=O)(=O)c2ccccc2)n1
44	COc1ccc(/C(O)=C2/C(=O)C(=O)N(CCCC(=O)O)C2c2ccc(OC)c(OC)c2)cc1 (stereo not given)
Compound	37	38	39	40	41	42	43	44
KDM4E inh	3%	-1%	?	-2%	-30%	?	?	0%
HttQ103 aggreg	-14%	-5%	0%	-5%[9.22 µM]	15%[9.22 µM]	11%	-15%	4%
ALDH1A1 block	18µM*	5%	9%	·	·	?	2%	-2%
Tau FP inhib	?	-5%	?	4%	?	10%	-1%	-1%
SMN2 splice enh	·	-8%	-4%	·	·	-32%[inhibitor]	7%	-8%
Tau fluor cs	13µM*[quencher]	5%	?	5%	-22%	-10%	1%	8%
Tau ThT inhib	4µM*	-10%	-18%	·	-10%	-19%	-7%	12%
HTT ATP protect	-3%	18%	-37%	21%[0.074 µM]	2%[10 µM]	21%[10 µM]	-5%[10 µM]	9%

Screening results: PubChem, National Center for Advancing Translational Sciences (NCATS)
